# Insulin prom inh: inhibitors of insulin promoter-driven GFP, primary screen, imaging, TRM-6 cells (human fetal islet line), eGFP reporter, cell count; inhibition, % at 2 µM; reporter expression induced with tamoxifen; actives 0.9% (n = 130,000);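 active = inhibition above the mean plus 3 SD, with well images judged a real hit on visual review, cut at about 60% in these data, passing the limit was not always enough; inconclusive = inhibition over the cutoff but images rejected on review; inactive = inhibition not above the cutoff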
# SDO1 yeast rescue: growth rescue of sdo1-depleted yeast, primary screen, S. cerevisiae, bone marrow failure model | AID 817, 2007 | actives 0.21% (n = 140,000) | S. cerevisiae sdo1-depleted JHY4D growth rescue, OD600 30 h; hits give high values; pdr5 snq2 efflux-pump mutant strain | z-score at 10 µM;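 active = z-score above 3 at both the 24 hr and the 30 hr optical density reads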;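 also: z-score against mean and SD of all compound wells on the same plate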
# SDO1 yeast rescue Rescue 24 h: also measured in SDO1 yeast rescue; calls as there; z-score; S. cerevisiae sdo1-depleted JHY4D growth rescue, OD600; measured here: growth rescue at 24 h;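 0 is the plate mean of compound wells and units are plate SD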
# * marks the source's active call; other numbers are inactive results; i = inactive; ? = inconclusive; / = no result given.
SMILES	Insulin prom inh	SDO1 yeast rescue	SDO1 yeast rescue Rescue 24 h
CCCCNC(=S)Nc1ccc([N+](=O)[O-])cc1	10	-0.95	-0.78
CCc1nnc(NC(=O)CSc2nnc(CNC(=O)c3cc(OC)c(OC)c(OC)c3)o2)s1	0	/	/
COc1ccc(NC(=O)CN2CCN(Cc3ccc4c(c3)OCO4)CC2)cc1OC	-5	0	-0.12
Cc1ccc(NC(=O)COc2ccc3oc4c(c3c2)CCCC4)nc1	30	-0.19	0.84
O=C(Nc1ccccc1)Nc1cc(S(=O)(=O)N2CCOCC2)ccc1N1CCCC1	-26	0.58	1.1
CC(C)CNC(=S)Nc1ccc(F)cc1	7	-0.65	-0.83
Cc1cc(OCCN2CCCC2)cc(C(C)C)c1	-8	-1.3	-1.8
CCCN(CCC)C(=O)Cn1ccc(=N)c2ccccc21	/	0.98	0.8
CCc1ccc(-c2c(C)sc(NC(C)=O)c2C(N)=O)cc1	25	-0.57	-0.15
CCCCNC(=O)c1onc(CSc2ccc(C)c(C)c2)c1C(=O)O	/	0.09	-0.47
CCOC(=O)CC(NC(=O)c1cccc2c1C(=O)N(Cc1cccnc1)C2)c1ccc(OCC)c(OC)c1 (stereo not given)	7	/	/
COc1cc(C(=O)Nc2cc(Cl)ccc2C)c(-n2cnnn2)cc1OC	-34	0.16	-0.18
COc1ccc(-c2cnnn2-c2ccc(NC(=O)c3ccco3)cc2)cc1OC	-50	-0.16	-0.38
CCCC1=C(C(=O)OCC)C(c2ccc(OC)c(CSc3ccccn3)c2)C(C#N)=C(N)O1 (stereo not given)	/	0.48	1.2
COCCNC(=O)/C(C#N)=C/c1ccc(-c2ccc(S(=O)(=O)N3CCOCC3)cc2)o1	14	-0.15	-0.21
O=C(CN(Cc1ccccc1Cl)C(=O)c1ccc(CN2CCOCC2)o1)NCC1CCCO1 (stereo not given)	-22	-0.41	-0.94
COc1cc(-c2nnn(CC(=O)N3CCOCC3)n2)cc(OC)c1OC	-3	0.74	1.5
CCOC(=O)C/C(C)=N/NC(=O)COc1ccccc1C	/	0.78	1
Cc1onc(-c2ccccc2)c1C(=O)N/N=C/C(Br)=C/c1ccccc1	-60	-1	-0.27
COc1ccc(-c2nc(NC(=O)c3[nH]c(C)c(C(C)=O)c3C)sc2C)cc1	8	/	/
CCOCC(=O)Nc1nnc(COc2ccc(Cl)cc2)s1	-77	-1.5	-0.92
O=C(Nc1ccc(Cl)cc1)c1cccc(N2C(=O)C3C4CCC(C4)C3C2=O)c1 (stereo not given)	36	0.04	0.06
CCNC(=O)COC(=O)C1C(C(=O)OCC)=C(C)NC(C)=C1C(=O)OCC	-1	-1.1	-2.3
Cc1ccc2c(c1)c(C)cc(=O)n2CCC(=O)O	/	2.3	1.7
CC(=O)c1cccc(NC(=O)c2csc(-n3nc(C)cc3C(F)(F)F)n2)c1	29	-1.7	-0.5
N#Cc1cc(-c2ccccc2)nnc1Oc1ccccc1Cl	14	-0.46	-0.67
COc1ccc(C(=O)OCC(=O)NCC2CCCO2)cc1 (stereo not given)	64	/	/
CN1CCN(NC(=O)c2ccccc2F)CC1	-19	0.13	-0.08
CCNC(=S)Nc1cc(C)ccn1	-29	-0.35	-0.44
c1ccc(Oc2nc(N3CCOCC3)nc(N3CCOCC3)n2)cc1	/	0.05	0.28
COc1ccc(C2=CSC(/N=C/c3ccc(F)cc3)=NN2)cc1	0	0.13	0.09
Cc1ccc(C(c2nnnn2Cc2ccccc2)N2CCN(Cc3ccccc3)CC2)cc1 (stereo not given)	15	-1.5	-0.81
COc1cc(CNC(C)(C)CO)ccc1OCC(=O)NC(C)(C)C	-20	0.83	0.43
CN(C)CCC(=O)c1ccc2c(c1)OCO2	82*	0.32	0.11
CCSc1nnc(NC(=O)c2cc(C)on2)s1	17	-0.53	-1.3
CCN(/N=C/c1ccc(Cl)cc1)c1cc(=O)n(C)c(=O)[nH]1	/	-0.13	-0.61
O=C(O)C1CCCN(S(=O)(=O)c2cccc3cccnc23)C1 (stereo not given)	-70	0.66	0.1
Cc1ccc(NC(=O)COC(=O)c2cc(-c3cccs3)nn2-c2ccccc2)cc1[N+](=O)[O-]	-20	-1.4	-0.09
O=C(O)CNC(=S)N(Cc1ccccc1F)C1CCCCC1	-7	/	/
CN1CCN(c2ccc([N+](=O)[O-])cc2C(=O)N2CCOCC2)CC1	12	0.54	0.04
Cc1cc(S(=O)(=O)NC2CCCCC2)c(C)s1	/	-0.47	1.1
CCOC(=O)Cc1csc(NC(=O)COc2ccccc2)n1	-44	-1.2	-1.8
O=C(CCSc1nc(-c2ccco2)cc(C(F)(F)F)n1)NCc1ccccn1	-6	0.98	1.2
O=C(CSc1ccccc1)Nc1ccccc1C(=O)O	14	1.2	0.35
Cc1ccccc1CN(c1ccc(C(=O)Nc2ccccc2C(=O)N2CCCC2)cc1)S(C)(=O)=O	17	0.14	0.07

# (next part)
# Results follow in this order: Insulin prom inh	SDO1 yeast rescue	SDO1 yeast rescue Rescue 24 h
- CS(=O)(=O)N(CC(=O)NCc1ccc2c(c1)OCO2)c1ccc(Cl)cc1
  /	0.41	0.54
- C=CCN1C(=O)C(CC(=O)Nc2ccc(OC)cc2)N(Cc2ccco2)C1=S (stereo not given)
  -3	-1.1	-1.1
- CC(C)(C)c1ccc(C(O)CCCN2CCC(C(O)(c3ccccc3)c3ccccc3)CC2)cc1 (stereo not given)
  -29	-1.3	-0.75
- CC(NC(c1ccccc1)c1ccccc1)C(=O)N1CCCc2ccccc21 (stereo not given)
  -2	-1.4	-0.07
- Cc1cc(C)n2nc(SC(C)C(=O)Nc3ccc(Cl)cn3)nc2n1 (stereo not given)
  -55	/	/
- Cc1cccc2cc(CN(Cc3cccs3)S(=O)(=O)c3ccc4c(c3)OCCO4)c(=O)[nH]c12
  17	-1	-1.5
- CC(=O)Nc1ccc(C(=O)N2CCCC2)cc1
  5	0.12	-0.51
- CS(=O)(=O)N1CCCC(c2nc(-c3ccc(S(=O)(=O)NCc4ccccc4)cc3)no2)C1 (stereo not given)
  19	-1	-0.89
- O=C(/C=C/c1ccc([N+](=O)[O-])cc1)NCc1cccs1
  50	-0.04	-0.47
- Cc1ccc(Cn2c(Sc3ncccn3)nc3c2c(=O)[nH]c(=O)n3C)cc1
  /	0.8	0.58
- CC1CC(NNC(=O)c2ccccc2)=Nc2ccccc2N1C (stereo not given)
  /	1	-0.18
- CC(Oc1ccc(C(=O)NC2CCCCC2)cc1)C(=O)O (stereo not given)
  -381	0.8	-0.41
- Cc1ccc(CN2CCN(CC(=O)NC(C)CCc3ccccc3)C2=O)cc1 (stereo not given)
  /	-0.03	0.46
- COCCNC(=O)c1ccccc1-c1nc(-c2ccccc2OC)no1
  i	-0.01	-1.3
- Cc1conc1NC(c1cccs1)c1ccc2cccnc2c1O (stereo not given)
  /	0.46	-0.23
- O=C(Cc1ccccc1)NCCSCc1ccco1
  -36	0.68	0.67
- CC1CCN(CCOc2cccc(Br)c2)CC1
  23	-0.63	-1.2
- COc1ccc(OCC(=O)NC2CC(C)(C)NC(C)(C)C2)cc1
  18	0.87	0.85
- COc1ccc(N=C2C(=O)N3c4c(cccc42)C(C)=CC3(C)C)cc1
  /	-0.68	-1.5
- COC(=O)c1c(C)oc2ccc(NS(=O)(=O)c3cc(OC)ccc3OC)cc12
  ?	-0.66	-0.24
- Cc1ccc(-c2nc(CS(=O)(=O)CC(=O)N3CCCCCC3)c(C)o2)cc1
  /	0.73	0.58
- C[n+]1ccc(/C=C/c2ccc(Br)cc2)cc1
  10	0.68	0.42
- O=S(=O)(NCc1ccco1)c1cccc2cccnc12
  34	-0.57	-0.89
- Cc1ccc(C(=O)Nc2nnc(-c3ccco3)o2)cc1C
  /	-0.41	-0.63
- CCn1cc(C(=O)OCC(=O)Nc2c(C)n(C)n(-c3ccccc3)c2=O)c(=O)c2ccc(C)nc21
  3	-0.31	-0.8
- CCCc1cc(=O)[nH]c(SCC(=O)C(C)(C)C)n1
  9	1.3	0.48
- O=C(NCc1cccs1)C1CCCN(S(=O)(=O)c2cnc[nH]2)C1 (stereo not given)
  /	1	0.94
- Cc1cc(C)c(C#N)c(SCC(=O)Nc2ccccc2C(N)=O)n1
  36	1.7	1.9
- Cc1ccc(S(=O)(=O)N/N=C2/CC(c3ccccc3)Oc3ccccc32)cc1[N+](=O)[O-] (stereo not given)
  23	-2.1	-2
- O=C1C(C2=NC(C(=O)O)C3C(=O)N(c4ccc(Cl)cc4)C(=O)C23)=C(O)c2ccccc21 (stereo not given)
  /	1.5	0.66
- COc1ccc(/C=N/NC(=O)C2C3CCCCC32C)cc1OC (stereo not given)
  -21	/	/
- CC(C)(C)NC(=O)C12CCC(C)(c3nc4ccccc4nc31)C2(C)C (stereo not given)
  /	-0.34	0.54
- Cc1cccc(CC(=O)Nc2cc(=O)n(C)c(=O)n2C)c1
  29	0.43	0.48
- CCCOc1ccc(/C=N/NC(=O)C(C)Sc2ccccn2)cc1OCC (stereo not given)
  -49	0.14	-0.69
- COc1ccc(C(C#N)N2N=C(C)CC2(C)C)cc1 (stereo not given)
  -23	1.8	1.2
- COc1ccc(C2CC(C(F)(F)F)n3nc(C(=O)NCCN4CCOCC4)cc3N2)cc1 (stereo not given)
  26	-0.28	-0.29
- CCNc1oc(COc2cccc(C)c2)nc1C#N
  30	0.22	0.28
- CC(C)(C)c1ccc(C(=O)Nc2cccc3c(=O)[nH][nH]c(=O)c23)cc1
  33	-0.62	-0.71
- Brc1ccc2c(c1)C(c1ccc(N3CCOCC3)cc1)=NNC(c1cccs1)=N2
  29	-0.91	-0.57
- O=C(COc1ccccc1Cl)NCCC1=CCCCC1
  /	-0.44	-0.65

# Laid out differently: results already given
Insulin prom inh | SDO1 yeast rescue | SDO1 yeast rescue Rescue 24 h | compound
-8 | -1.3 | -1.8 | Cc1cc(OCCN2CCCC2)cc(C(C)C)c1
-7 | / | / | O=C(O)CNC(=S)N(Cc1ccccc1F)C1CCCCC1
19 | -1 | -0.89 | CS(=O)(=O)N1CCCC(c2nc(-c3ccc(S(=O)(=O)NCc4ccccc4)cc3)no2)C1 (stereo not given)
9 | 1.3 | 0.48 | CCCc1cc(=O)[nH]c(SCC(=O)C(C)(C)C)n1
0 | 0.13 | 0.09 | COc1ccc(C2=CSC(/N=C/c3ccc(F)cc3)=NN2)cc1
/ | 0.98 | 0.8 | CCCN(CCC)C(=O)Cn1ccc(=N)c2ccccc21
/ | -0.34 | 0.54 | CC(C)(C)NC(=O)C12CCC(C)(c3nc4ccccc4nc31)C2(C)C (stereo not given)

# The listing picks up with the two entries that preceded the break.
# Results follow in this order: Insulin prom inh	SDO1 yeast rescue	SDO1 yeast rescue Rescue 24 h
- Brc1ccc2c(c1)C(c1ccc(N3CCOCC3)cc1)=NNC(c1cccs1)=N2
  29	-0.91	-0.57
- O=C(COc1ccccc1Cl)NCCC1=CCCCC1
  /	-0.44	-0.65
- CCOc1ccc(-c2cc(C(=O)NCCCN3CCN(CC)CC3)c3ccccc3n2)cc1
  -50	1.5	1.7
- CCOC(=O)c1ccc(-n2c(CN3CCN(CC)CC3)nc3ccc([N+](=O)[O-])cc3c2=O)cc1
  -15	/	/
- CCOC(=O)C1=C(CSc2nc(-c3ccccc3)ccc2C#N)OC(N)=C(C#N)C1c1ccccc1 (stereo not given)
  -169	0.38	-0.06
- COC(=O)c1sc(NC(=O)COc2ccccc2)nc1C
  13	-0.11	0.19
- CCCOc1ccc(OCCSc2nnc(N)s2)cc1
  -19	-0.09	-0.09
- CCc1ccccc1N1C(=O)C2CC(C)=C(C)CC2C1=O (stereo not given)
  -30	-1.1	-0.63
- COc1ccc(NC(=O)C2CCN(S(=O)(=O)c3ccc(OC)c(OC)c3)CC2)c(OC)c1
  30	0.3	0.07
- COc1ccccc1CSc1nc2ccccc2[nH]1
  -55	-1.4	-1.6
- CN(C)S(=O)(=O)c1ccc(Cl)c(NC(=O)COC(=O)C2CSC3(C)CCC(=O)N23)c1 (stereo not given)
  34	1.6	2.2
- Cc1ccc(C)c(Nc2ncccc2C(=O)NCc2cccs2)c1
  12	-0.74	-0.36
- CCn1c(NC(=O)c2cccs2)c(-c2cccs2)c(=O)c2ccccc21
  27	0.22	1.1
- Cc1ccc(S(=O)(=O)NCC(=O)N(CC(=O)NC(C)(C)C)Cc2cccs2)cc1
  -200	0.9	0.25
- CCN(CC)C(=O)c1cc2c(=O)c3cc(Cl)ccc3oc2nc1C
  -27	/	/
- CC1CN(Cc2nc3c(c(=O)[nH]c(=O)n3C)n2CCCc2ccccc2)CC(C)O1 (stereo not given)
  20	0.81	0.94
- O=C(NC1CCCCC1)N1CCN(C(=O)c2ccco2)CC1
  0	1.7	2.1
- Cc1ccccc1C(=O)Nc1cccc(NC(=O)c2ccc(-c3ccc(Br)cc3)o2)c1
  /	-2	-1.4
- COc1ccc(C(=S)N2CCN(C)CC2)cc1Br
  -45	-0.71	-1.2
- CCCCOC(=O)Nc1ccc(N2CCCCC2)cc1
  -136	-1.1	-0.6
- COc1ccc(Cn2c(C)ccc2C)cc1
  3	0.2	-0.57
- Cc1ccc(OCC(=O)Nc2ccc(F)cc2)cc1C
  66	0.6	0.56

# Source: PubChem
